HTT cytoprotect – Huntington cell model cytoprotection by ATP luminescence | Potency, µM (titrated, usually from 56.4 µM), for the others: cytoprotection (ATP increase), actives largely listed as activators | PC12 HTT-Q103 induced, cytoprotection, ATP luminescence, 40 h | 230,000 tested, 0.14% active;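 also: potency is read from the fitted curve at half-maximal effect; % of control where 0% means no effect; nearly all actives have a fitted effect of over 45% in size; toxic huntingtin expression switched on by the ecdysone agonist tebufenozide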
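Stable PC12 Q103-GFP cells in serum-supplemented, phenol red-free DMEM; induction by tebufenozide at 100 nM final; compound dose series; cell viability quantified luminescently from ATP.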
Lamin A splicing – LMNA splicing modulation | Potency, µM (top dose mostly 46.1 µM), for inactives: at the highest dose ratio change, negative = inhibition, actives largely listed as inhibitors | 200,000 tested, 0.01% active | HeLa LMNA splicing GFP/RFP minigene ratio, 48 h; active = well fitted inhibition curve with a large enough effect in the signal ratio, with a control signal flat, not every such curve was filed as active; inconclusive = small, poorly fitted or top-dose-only effect, or effect the other way, or a change in a side signal; the % refers to the signal ratio; also: potency is read from the fitted curve at half-maximal effect; % is scaled to controls: 0 for no effect and ±100 for the full control effect
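Read-out is the ratio of GFP to DsRed2 object intensity, acquired by 488 nm laser-scanning cytometry on HeLa lamin A-EGFP minigene reporter cells. Compound incubation 48 hrs at 37 °C in Opti-MEM with 2% FBS; DMSO 0.5% final.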
GAA spleen mod – inhibitors or activators of human alpha-glucosidase in spleen homogenate; P10253; human spleen homogenate, 4-MU-alpha-glucoside fluorescence; Potency, µM (top dose mostly 79.9 µM), for inactives: at the top dose activity change, negative = inhibition, hits mostly inhibitors; 240,000 tested, 0.006% active; AID 2112;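 also: potency is read from the fitted curve at half-maximal effect; 0% = enzyme with vehicle and -100% = no enzyme basal signal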
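Human spleen homogenate (1 ug) with 4-methylumbelliferyl-alpha-D-glucopyranoside (1 mM final) in 50 mM citrate/phosphate pH 5.0, 0.01% Tween-20; 40 min at 37 C. Stopped at pH 10; 4-MU fluorescence Ex 365/Em 440 nm; AC50 by Hill fit.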
HttQ103 aggreg – reduces HttQ103-GFP aggregates in PC12 cells | PC12 HttQ103-GFP aggregates, Acumen cytometry, 40 h | Potency, µM (highest dose often 46.1 µM), without a hit: at the highest dose activity change, negative = inhibition, most hits filed as inhibitors | 220,000 tested, 1.1% active | AID 1688; also: potency is read from the fitted curve at half-maximal effect; % is scaled to controls: 0 for no effect and ±100 for the full control effect; nearly all actives have a fitted effect of over 60% in size
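PC12 cells with ecdysone-inducible HTT exon1 Q103-GFP, induced by 100 nM tebufenozide, given compounds in a concentration series. GFP aggregates (1–25 um, 6 SD above background) counted in lysates by laser-scanning cytometry, 488 nm excitation.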
GAA glycogen mod – alters human alpha-glucosidase cleavage of glycogen; Potency, µM (top dose mostly 76.4 µM), inactives show top-dose activity change, negative = inhibition, actives largely listed as inhibitors; 300,000 tested, 0.38% active; AID 2100; P10253; recombinant GAA, glycogen substrate, Amplex Red glucose oxidase fluorescence;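 also: potency is read from the fitted curve at half-maximal effect; 0% = full enzyme reaction and -100% = no-enzyme basal signal; the screen sought inhibitors and activators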
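qHTS, 1536-well; enzyme 4 nM final; cpd up to 77 uM; substrate bovine liver glycogen 30 ug; 50 mM citrate/phosphate pH 5.0, 0.01% Tween-20; 37 C, 40 min; Amplex Red detection 45 min RT; Hill fit → AC50.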
CBFb RUNX1 block – blocks binding between human CBF-beta and RUNX1; AlphaScreen CBFb-His/RUNX1-biotin binding, biochemical; AID 1477; Potency, µM (highest dose often 59.8 µM), for inactives: at the top dose activity, negative = inhibition, most hits filed as inhibitors; Q01196+Q13951; 230,000 tested, under 10 active; also: % of control where 0% means no effect
Target sequence (Q01196 whole entry, looked up): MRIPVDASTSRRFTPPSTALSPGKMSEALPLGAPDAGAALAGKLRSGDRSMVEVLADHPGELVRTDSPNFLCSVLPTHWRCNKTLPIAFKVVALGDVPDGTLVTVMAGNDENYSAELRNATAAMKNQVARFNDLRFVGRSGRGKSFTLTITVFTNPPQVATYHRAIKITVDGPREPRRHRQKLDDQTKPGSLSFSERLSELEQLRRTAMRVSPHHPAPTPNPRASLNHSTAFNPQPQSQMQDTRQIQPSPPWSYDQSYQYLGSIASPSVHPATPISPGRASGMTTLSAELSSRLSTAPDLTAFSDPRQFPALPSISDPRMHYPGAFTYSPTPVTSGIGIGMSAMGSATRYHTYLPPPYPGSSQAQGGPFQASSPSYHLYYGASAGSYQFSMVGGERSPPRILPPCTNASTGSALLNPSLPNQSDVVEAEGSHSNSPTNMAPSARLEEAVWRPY
Target sequence (Q13951 whole entry, looked up): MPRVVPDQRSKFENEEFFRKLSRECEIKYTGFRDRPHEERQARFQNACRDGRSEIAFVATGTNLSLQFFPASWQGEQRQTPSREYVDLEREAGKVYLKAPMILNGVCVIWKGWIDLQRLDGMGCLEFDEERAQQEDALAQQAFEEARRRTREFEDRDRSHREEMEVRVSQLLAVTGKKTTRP
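Interaction loss through any mechanism counts as activity. Pre-formed complex of His-CBF-beta and biotin-RUNX1 (30 nM apiece) is incubated with compound 15 min, then with 50 ng nickel and 50 ng streptavidin beads for 90 min before AlphaScreen detection.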
GAA inhib – inhibitors of human lysosomal alpha-glucosidase | P10253 | purified human GAA, 4-MU-alpha-glucoside fluorescence | Potency, µM (highest dose often 76.9 µM), for the others: at the highest dose activity change, negative = inhibition, most hits filed as inhibitors | 200,000 tested, 0.005% active;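 also: potency is read from the fitted curve at half-maximal effect; plate controls were uninhibited enzyme wells for no effect and no-enzyme background for full effect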
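Human enzyme at 4 nM with 400 uM 4-methylumbelliferyl-alpha-D-pyranoside, citrate/phosphate buffer pH 5.0, 0.005% Tween-20, 20 min at room temperature. Compounds up to 77 uM. 4-MU fluorescence (Ex 365/Em 440) read after NaOH/glycine stop; AC50 from Hill fit.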
Starred values were filed as active, the others as inactive; ? = inconclusive; · = no result given; & = joins results of further samples; [ ] = dose if it differs, or a comment. Unless noted, calls follow the shape of the dose curve; as a rule, active = well fitted curve in the direction sought with a large enough effect; inconclusive = small, poorly fitted or top-dose-only effect, or another doubt; inactive = no such curve, though single readings can be large; an effect the other way counts as inactive or inconclusive.

SMILES | HTT cytoprotect | Lamin A splicing | GAA spleen mod | HttQ103 aggreg | GAA glycogen mod | CBFb RUNX1 block | GAA inhib
COCCn1cnc2c1c(=O)n(CC(=O)OCC#N)c(=O)n2Cc1ccccc1 | -1.0%[10 µM] | -13.7%[46 µM] | -4.4% | 10.0% | 3.0% | 0.7% | -3.0%
CC(C)N(C(=O)Nc1ccc2nsnc2c1)C(C)C | · | · | -2.1% | · | ? | -2.0% | -5.8%
CCN1C(=O)N(C)C(N(O)C(=O)NC)C1(C)C (centres undefined) | -3.9%[0.074 µM] | -0.1% | -15.9% | 32.8% | -4.4% | 4.7% | -2.7%
CCCCCCCCCCCCCCC(F)C(=O)O (centres undefined) | -16.9%&4.5% | · | 4.5%&8.4% | · | · | 3.7%&-6.1% | ·
CN(C)c1nc(Cl)cc(N2CCOCC2)n1 | 12.1%[10 µM] | -8.6% | -15.6% | -24.5% | -4.0% | 9.7% | -3.1%
O=c1cnnc(NCc2ccccc2)[nH]1 | -7.7% | 1.7% | -3.5% | -12.5% | -7.8% | 6.8% | -2.1%
CC(C)C12CN3CC(C(C)C)(CN(C1)C3(C)C)C2=O | 9.0%[10 µM] | · | 14.3% | 21.3%[9.22 µM] | 10.8% | 3.3% | 8.9%
c1ccc(C(NCCNC(c2ccccc2)c2ccccc2)c2ccccc2)cc1 | -40.3%[inhibitor] | · | 2.4%&4.8% | · | -0.2% | ? | ·
CC1(O)c2ccccc2C(=O)N1CCc1ccccc1F (centres undefined) | -3.2% | 13.9% | -4.9% | -1.1% | -6.1% | 2.8% | -2.8%
Cc1ccccc1-c1oc(C)c(C)[n+]1[O-] | -30.9%[inhibitor] | · | -6.7% | 6.3% | -3.3% | 7.1% | -0.7%
O=C(N/N=C/c1cccs1)c1n[nH]c2c1CCC2 | -38.4%[10 µM] | ? | 1.7% | -3.4% | -3.7% | -2.0% | -3.1%
CN(NC(=O)c1ccccc1)c1ncc(C(F)(F)F)cc1Cl | 16.8%[10 µM] | ? | -1.6% | -5.7%[9.22 µM] | -3.3% | 0.1% | ?
O=C(Nc1nccs1)c1cncc(Br)c1 | -44.7%[inhibitor] | 3.7%[9.22 µM] | -5.4% | -20.5% | -2.2% | 7.2% | 7.2%
COc1ccc(N=C2C(=Nc3ccc(OC)cc3)N(c3ccc(OC)cc3)C(=S)N2c2ccccc2)cc1 | -42.7%[inhibitor] | -4.7% | -5.4% | -6.4% | -3.7% | -0.5% | 3.8%
O=c1[nH]cnc2cc(-c3ccccc3)sc12 | -42.5%[inhibitor] | 9.5% | 1.0% | -21.3% | 4.3% | 0.9% | 2.3%
CCc1nnc(NC(=O)CSc2nnc(-c3c[nH]c4ccccc34)n2C)s1 | -12.8% | -0.5% | 3.3% | -2.6% | 3.7% | 4.2% | ?
COCCNC(=O)c1cc(C)ccc1C | -27.6% | -11.2%[46 µM] | 11.1% | 13.0% | -2.6% | 6.9% | -5.9%
Cc1cc(C)cc(NC(=O)C2CCCN(c3nc(C)cc(C)n3)C2)c1 (centres undefined) | 5.1% | 0.7% | 7.3% | 7.1% | -4.3% | -1.5% | -4.5%
O=C(NCC1CCCO1)/C(=C/c1ccccc1)NC(=O)c1ccccc1 (centres undefined) | -44.6% | · | -8.7% | -11.8% | 11.2% | 0.6% | 3.1%
COc1ccc(S(=O)(=O)N2CCOCC2)cc1NC(=O)COc1ncnc2ccccc12 | -2.0%[10 µM] | 3.7% | -0.5% | 6.5% | 2.0% | -13.0% | -4.1%
COCCNCCCCOc1ccc(Br)cc1C | 5.3%[0.074 µM] | -3.9% | -7.4% | -19.5% | 8.5% | 7.0% | -4.7%
CCN(CC)c1ccc(C2Nc3cccc4cccc(c34)N2)c(O)c1 | -18.4% | 4.9% | -3.1% | 14.0% | ? | -7.3% | -2.3%
CCCOc1ccc(CCCN=C(N)N)cc1Cl | -2.3%[10 µM] | · | -15.5% | -4.7%[9.22 µM] | 2.3% | -1.9% | ·
CC1(C)SC(=S)N(/N=C/c2cccnc2)C1N(O)C(=O)NC1CCCCC1 (centres undefined) | 10.5%[10 µM] | · | -2.9% | -1.3%[9.22 µM] | -8.4% | 10.2% | ·
CC(C)CC(c1nnnn1Cc1ccc(F)cc1)N1CCC(C(N)=O)CC1 (centres undefined) | 3.8% | · | · | -11.5% | 4.1% | 8.1% | -4.3%

Next section:
SMILES | HTT cytoprotect | Lamin A splicing | GAA spleen mod | HttQ103 aggreg | GAA glycogen mod | CBFb RUNX1 block | GAA inhib
CCCCC1(Cc2ccc([N+](=O)[O-])cc2)C(=O)N(c2ccccc2)N(c2ccccc2)C1=O | 24.8%[10 µM] | ? | 6.9% | 10µM* | -3.4% | -21.8% | -6.6%
CCNC(=O)C(=O)NCCc1ccc(Cl)cc1 | -10.1% | 0.2% | -2.5% | 7.0% | 0.0% | -7.5% | 6.4%
CCCCOc1ccc(S(N)(=O)=O)cc1 | -22.9%[0.074 µM] | -5.9% | -10.2% | -10.9% | 5.6% | 3.1% | 0.7%
COc1ccc(C(=O)NC(=S)NNC(=O)COc2ccccc2)cc1 | -50.7%[inhibitor] | ? | -9.0% | -15.8% | -13.7% | -2.3% | ?
CCOC(=O)c1ccc(NC(=O)N2CCN(CCc3ccccc3)CC2)cc1 | 2.1%[0.074 µM] | -10.7% | -16.3% | 17.2% | -25.9% | 3.5% | ?
Cc1cc(-c2ccccc2)nc2oc3c(c12)NC(=O)CN(c1ccccc1)C3=O | -7.2%[10 µM] | · | 1.3% | 5.7%[9.22 µM] | 6.6% | 5.1% | ·
Nn1c(SCC(=O)Nc2ccc3c(c2)OCO3)nnc1-c1ccccc1 | -3.5%[10 µM] | 10.0% | -2.4% | 5.1% | 6.1% | 0.3% | 2.0%
O=C1CC(/C=C/c2cccnc2)=Nc2ccccc2N1 | -18.6% | ? | 7.0% | -8.4% | 5.2% | -3.1% | -2.5%
Cc1cc(C)n(C(CC(=O)N2CCc3ccccc3C2)C(=O)O)n1 (centres undefined) | -1.4% | -0.5% | 1.7% | -5.7% | -3.6% | 5.5% | -9.6%
Clc1ccccc1CSc1ncccn1 | -6.4% | -4.2% | -7.5% | 6.8% | -18.4% | 7.4% | -3.6%
Cc1ccc2cccnc2c1 | 6.31µM* | · | 5.9% | · | · | 20.1%[21.7 µM] | ·
O=C(CSc1cccc[n+]1[O-])NN(c1ccccc1)c1ccccc1 | -3.6%[10 µM] | · | -2.2% | -2.5%[9.22 µM] | 7.2% | 8.1% | ·
CCOC(=O)C1CCCN(C(=O)C2CCN(S(=O)(=O)N3CCC4(CC3)OCCO4)CC2)C1 (centres undefined) | -3.1% | 1.2% | -0.6% | 2.3% | 8.0% | 1.1% | -0.7%
CN=C1SC(CC(=O)Nc2sc3c(c2C#N)CCCC3)C(=O)N1C (centres undefined) | 3.7%[10 µM] | ? | 2.4% | 2.9% | 0.9% | -10.9% | 3.0%
COc1ccc(S(=O)(=O)N(CC(=O)Nc2ccc(S(=O)(=O)N3CCOCC3)cc2)c2ccccc2)cc1 | 2.8%[10 µM] | ? | -4.6% | -19.8% | -1.2% | -0.1% | -6.5%
CN1CCN(Cc2nc3ccccc3c(=O)n2Cc2nc(-c3ccc4ccccc4c3)cs2)CC1 | 14.8%[10 µM] | ? | -8.2% | 15.4% | 13.2% | -16.7% | ?
NC(=O)c1cc[n+](CC2=C(C(=O)O)N3C(=O)[C@@H](NC(=O)C(c4ccccc4)S(=O)(=O)[O-])[C@H]3SC2)cc1 (some centres undefined) | · | ? | 5.6% | -3.8% | 7.0% | 3.7% | ?
O=C1CC(N2CCN(c3ccccc3)CC2)C(=O)N1CCc1ccccc1 (centres undefined) | 3.7% | 8.5% | 2.9% | -0.6% | -5.1% | -2.2% | 4.8%
O=C(CCSCc1cccc(Cl)c1)NCCc1ccccc1 | -18.0%[10 µM] | -4.1% | -14.0% | -6.8% | 8.1% | -6.3% | -6.7%
C/C(=C1/SC(=S)N(CCC(=O)O)C1=O)c1ccc(O)cc1 | -10.6% | 1.5% | -15.4% | 5.8% | 0.6% | -9.4% | -11.4%
Cc1ccc(NC(=O)c2ccc(Oc3ncccn3)cc2)cc1 | 10.7%[10 µM] | 16.1%[46 µM] | -4.3% | 9.8% | 18.7% | 0.7% | 14.4%
Cc1ccc(NC(=O)Nc2nnc(-c3ccccc3F)s2)cc1 | 6.1%[10 µM] | · | 7.5% | -15.4%[9.22 µM] | 4.7% | 11.8% | ·
CCC(CC)NC(=O)c1cccc(Br)c1 | · | -1.2%[46 µM] | 3.5% | -4.7% | 6.6% | 5.2% | 1.0%
O=C(NC1CCCCCC1)C1c2ccccc2C(=O)N1Cc1ccco1 (centres undefined) | -14.4% | -5.6% | -1.6% | 4.2% | 2.2% | 2.3% | -3.0%
COc1ccc(C(=O)Nc2nc3cc(OC)c(OC)cc3c(=O)[nH]2)cc1 | -2.0%[0.074 µM] | 0.1% | 5.6% | 9.6% | 6.5% | 7.9% | -2.3%

Among those listed so far, these have fluorine.
SMILES | HTT cytoprotect | Lamin A splicing | GAA spleen mod | HttQ103 aggreg | GAA glycogen mod | CBFb RUNX1 block | GAA inhib
CCCCCCCCCCCCCCC(F)C(=O)O (centres undefined) | -16.9%&4.5% | · | 4.5%&8.4% | · | · | 3.7%&-6.1% | ·
CC1(O)c2ccccc2C(=O)N1CCc1ccccc1F (centres undefined) | -3.2% | 13.9% | -4.9% | -1.1% | -6.1% | 2.8% | -2.8%
CN(NC(=O)c1ccccc1)c1ncc(C(F)(F)F)cc1Cl | 16.8%[10 µM] | ? | -1.6% | -5.7%[9.22 µM] | -3.3% | 0.1% | ?
CC(C)CC(c1nnnn1Cc1ccc(F)cc1)N1CCC(C(N)=O)CC1 (centres undefined) | 3.8% | · | · | -11.5% | 4.1% | 8.1% | -4.3%
Cc1ccc(NC(=O)Nc2nnc(-c3ccccc3F)s2)cc1 | 6.1%[10 µM] | · | 7.5% | -15.4%[9.22 µM] | 4.7% | 11.8% | ·

Screens as filed in PubChem BioAssay.
